# Compound activity from PubChem BioAssay.
# ZTA counter – counter-screen for EBNA-1 inhibitors: inhibitors of Epstein-Barr virus ZTA; ZTA-DNA binding, fluorescence polarization; inhibition, % at 11 µM; actives 0.15% (n = 320,000); AID 2234; in the data active = inhibition above about 33%
# Target sequence (P03206 whole entry, looked up): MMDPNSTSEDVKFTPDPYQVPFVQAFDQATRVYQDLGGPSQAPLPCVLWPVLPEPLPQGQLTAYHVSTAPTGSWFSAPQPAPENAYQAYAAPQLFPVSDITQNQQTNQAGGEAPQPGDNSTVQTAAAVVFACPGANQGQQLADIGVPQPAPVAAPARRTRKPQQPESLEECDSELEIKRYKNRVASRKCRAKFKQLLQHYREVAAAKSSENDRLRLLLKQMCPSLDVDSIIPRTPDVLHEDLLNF
# PAFAH2 inh – inhibitors of human PAFAH2. Q99487. recombinant PAFAH2, FP-rhodamine activity probe, fluorescence polarization. inhibition, % at 3.39 µM. actives 0.99% (n = 340,000). AID 492956;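 active = inhibition above the mean over all tested compounds plus 3 SD, cut at about 30% in these data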;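 also: inhibitors block probe labeling of enzyme so polarization drops; 0% = enzyme with DMSO and 100% = wells lacking PAFAH2 protein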
# EBNA-1 inh – blocks EBNA-1 binding to DNA; actives 0.34% (n = 300,000); inhibition, % at 14.8 µM; EBNA-1 DNA binding, fluorescence polarization; in the data active = inhibition above about 28%
# LYPLA2 inh – blocks human lysophospholipase 2, a PME1 counter-screen. inhibition, % at 5.9 µM. O95372. recombinant LYPLA2, FP-Rh probe fluorescence polarization. actives 0.38% (n = 320,000);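 active = inhibition above the screen-wide mean plus 3 SD, limit set per campaign, cut at about 26% in these data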;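 also: 0% = LYPLA2 with DMSO and 100% = wells lacking LYPLA2 enzyme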
# Target sequence (O95372 whole entry, looked up): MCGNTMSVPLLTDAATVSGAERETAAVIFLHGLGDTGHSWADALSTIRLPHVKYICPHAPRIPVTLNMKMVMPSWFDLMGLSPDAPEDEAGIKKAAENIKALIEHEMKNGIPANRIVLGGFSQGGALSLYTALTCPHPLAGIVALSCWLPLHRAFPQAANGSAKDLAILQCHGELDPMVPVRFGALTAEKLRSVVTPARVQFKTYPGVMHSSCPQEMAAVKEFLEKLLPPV
# PAFAH1B3 inh – blocks human PAF acetylhydrolase 1B catalytic subunit 3 | inhibition, % at 3.39 µM | recombinant PAFAH1B3, FP-rhodamine probe, fluorescence polarization | AID 492972 | actives 0.28% (n = 340,000);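 active = inhibition above the screen-wide average of all tested compounds plus 3 SD, cut at about 25% in these data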;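 also: 0% = enzyme with DMSO only and 100% = wells lacking PAFAH1B3 protein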
# Target sequence (Q15102 whole entry, looked up): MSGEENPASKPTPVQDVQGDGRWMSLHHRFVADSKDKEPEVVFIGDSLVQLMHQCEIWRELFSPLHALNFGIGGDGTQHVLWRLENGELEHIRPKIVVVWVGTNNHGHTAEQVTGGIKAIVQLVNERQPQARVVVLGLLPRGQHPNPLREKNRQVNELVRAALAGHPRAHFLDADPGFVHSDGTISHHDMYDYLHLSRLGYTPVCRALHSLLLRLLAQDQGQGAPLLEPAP
# LYPLA1 counter – blocks human lysophospholipase 1, a PME1 counter-screen | inhibition, % at 5.9 µM | recombinant LYPLA1, FP-Rh probe fluorescence polarization | O75608 | AID 2174 | actives 0.16% (n = 320,000);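 active = inhibition above the mean of all tested compounds plus 3 SD, set per campaign, cut at about 14% in these data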;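 also: inhibitors block serine hydrolase probe labeling of LYPLA1 so polarization falls; 0% = enzyme with DMSO and 100% = wells lacking LYPLA1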
# pPAFAH FP inh – inhibitors of human plasma PAF acetylhydrolase (pPAFAH) | Q13093 | recombinant pPAFAH, FP-rhodamine probe fluorescence polarization | inhibition, % at 3.39 µM | actives 1.5% (n = 330,000);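 active = inhibition above the mean inhibition across the screen plus 3 SD, cut at about 25% in these data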;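 also: inhibitors block binding of the rhodamine activity-based probe so polarization drops; 0% = enzyme with DMSO and 100% = wells lacking pPAFAH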
# PREPL inh – inhibitors of human prolyl oligopeptidase-like enzyme PREPL. inhibition, % at 5.96 µM. Q4J6C6. actives 0.68% (n = 320,000). AID 2751. recombinant PREPL, fluorescence polarization activity-based probe; in the data active = inhibition above about 43%;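 also: 0% = enzyme with DMSO and 100% = wells lacking enzyme; many of its hits are not listed in these tables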
# PAFAH1B2 inh – PAFAH1B2 (human) inhibition. P68402. AID 492953. recombinant PAFAH1B2, FP-rhodamine activity probe, fluorescence polarization. inhibition, % at 3.39 µM. actives 1.2% (n = 340,000);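 active = inhibition above the mean of all tested compounds plus 3 SD, cut at about 24% in these data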;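 also: 0% = enzyme with DMSO and 100% = wells lacking PAFAH1B2; many of its hits are not listed in these tables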
# Target sequence (P68402 whole entry, looked up): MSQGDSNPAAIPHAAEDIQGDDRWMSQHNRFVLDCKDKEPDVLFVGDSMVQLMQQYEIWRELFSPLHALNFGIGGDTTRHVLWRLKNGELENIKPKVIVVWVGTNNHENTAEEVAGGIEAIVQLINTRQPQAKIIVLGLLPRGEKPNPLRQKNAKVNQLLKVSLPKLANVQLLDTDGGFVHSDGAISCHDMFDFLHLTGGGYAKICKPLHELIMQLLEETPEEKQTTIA
# The depositor's hits bear a star; x = not tested or not shown. The list is partial, so the mix of outcomes need not match the whole.
# Start of the data: the first 13 records (preview)
Molecule	PAFAH2 inh	PREPL inh	pPAFAH FP inh	LYPLA1 counter	ZTA counter	PAFAH1B2 inh	PAFAH1B3 inh	EBNA-1 inh	LYPLA2 inh
CC(C)CNC(=O)COC(=O)Cc1ccc(Cl)cc1	7	7	12	3	-1	4	3	-2	2
Cc1ccc(N(C(C)C(=O)NCc2ccncc2)S(C)(=O)=O)cc1C (stereo not given)	-6	6	5	2	9	-7	6	12	-4
Cc1nnc(SCc2cn3ccsc3n2)n(N)c1=O	-3	12	-2	-1	7	-1	6	-9	-3
CCN(CC)C(=O)c1sc(NC(=O)c2cccnc2)c(C(=O)OC)c1C	5	-3	1	2	9	6	11	0	1
Cc1n[nH]c(C)c1N1C(=O)c2cccc3c(N4CCCCCC4)ccc(c23)C1=O	10	23	22	20*	-8	9	6	9	22
COc1cc2c(cc1NC(=O)COC(=O)CNS(=O)(=O)c1ccc(C)cc1)oc1ccccc12	-1	-25	1	-1	5	11	11	2	-5
COCc1cc(=O)[nH]c(SCCS(=O)(=O)c2ccc(Cl)cc2Cl)n1	1	1	-4	4	-3	7	6	-7	4
COc1ccc2c(c1)C(C)=CC(C)(C)N2S(=O)(=O)c1ccc(C)cc1	-1	-6	9	-1	2	4	3	-1	2
COc1ccc(NC(=O)C2CCCN(S(=O)(=O)c3c(C)[nH]c(=O)[nH]c3=O)C2)cc1OC (stereo not given)	1	-1	1	2	3	0	12	3	2
CCOc1ccccc1NC(=O)CCS(=O)(=O)c1ccc(Br)cc1	4	8	2	3	-28	10	0	10	5
O=C(N[C@H]1C/C=C\C[C@@H](CC(=O)N(CCO)Cc2ccccc2)C(=O)NC[C@H](c2ccccc2)OC1=O)OCC1c2ccccc2-c2ccccc21	-10	14	6	x	x	5	-16	x	x
O=C(NC1CCCCCC1)C1CCN(S(=O)(=O)c2cccc3cccnc23)CC1	4	-1	0	1	-6	6	7	8	-12
COc1ccc(N2CCCC2)c(NC(=O)c2ccc(Br)o2)c1	2	23	1	1	-4	3	12	-6	4

# The listing, from the start:
Molecule	PAFAH2 inh	PREPL inh	pPAFAH FP inh	LYPLA1 counter	ZTA counter	PAFAH1B2 inh	PAFAH1B3 inh	EBNA-1 inh	LYPLA2 inh
CC(C)CNC(=O)COC(=O)Cc1ccc(Cl)cc1	7	7	12	3	-1	4	3	-2	2
Cc1ccc(N(C(C)C(=O)NCc2ccncc2)S(C)(=O)=O)cc1C (stereo not given)	-6	6	5	2	9	-7	6	12	-4
Cc1nnc(SCc2cn3ccsc3n2)n(N)c1=O	-3	12	-2	-1	7	-1	6	-9	-3
CCN(CC)C(=O)c1sc(NC(=O)c2cccnc2)c(C(=O)OC)c1C	5	-3	1	2	9	6	11	0	1
Cc1n[nH]c(C)c1N1C(=O)c2cccc3c(N4CCCCCC4)ccc(c23)C1=O	10	23	22	20*	-8	9	6	9	22
COc1cc2c(cc1NC(=O)COC(=O)CNS(=O)(=O)c1ccc(C)cc1)oc1ccccc12	-1	-25	1	-1	5	11	11	2	-5
COCc1cc(=O)[nH]c(SCCS(=O)(=O)c2ccc(Cl)cc2Cl)n1	1	1	-4	4	-3	7	6	-7	4
COc1ccc2c(c1)C(C)=CC(C)(C)N2S(=O)(=O)c1ccc(C)cc1	-1	-6	9	-1	2	4	3	-1	2
COc1ccc(NC(=O)C2CCCN(S(=O)(=O)c3c(C)[nH]c(=O)[nH]c3=O)C2)cc1OC (stereo not given)	1	-1	1	2	3	0	12	3	2
CCOc1ccccc1NC(=O)CCS(=O)(=O)c1ccc(Br)cc1	4	8	2	3	-28	10	0	10	5
O=C(N[C@H]1C/C=C\C[C@@H](CC(=O)N(CCO)Cc2ccccc2)C(=O)NC[C@H](c2ccccc2)OC1=O)OCC1c2ccccc2-c2ccccc21	-10	14	6	x	x	5	-16	x	x
O=C(NC1CCCCCC1)C1CCN(S(=O)(=O)c2cccc3cccnc23)CC1	4	-1	0	1	-6	6	7	8	-12
COc1ccc(N2CCCC2)c(NC(=O)c2ccc(Br)o2)c1	2	23	1	1	-4	3	12	-6	4
O=C(Nc1ccc(F)cc1)C1CCCN(C2=NS(=O)(=O)c3ccccc32)C1 (stereo not given)	-2	2	-1	-6	3	6	7	x	-5
Cc1ccc(C(=O)N/N=C/c2sc(=O)n(Cc3cccc(C(=O)O)c3)c2Cl)cc1	0	3	-2	-3	3	8	3	2	0
Cn1c(=O)c2c(nc(NCCNC(=O)c3ccco3)n2Cc2ccccc2)n(C)c1=O	8	-10	8	-1	-3	6	5	-12	0
Cn1c2ccccc2c(=O)c2c(=O)n(Cc3ccccc3)c(-c3ccc(F)cc3)nc21	3	4	-4	-4	19	0	-5	-5	0
CCc1ccc2c(c1)C(c1ccc(N3CCOCC3)cc1)=NNC(c1ccncc1)=N2	7	-2	4	0	12	8	7	9	4
Cc1cc(N2CCC(C)CC2)nc(-c2ccccc2O)n1	-9	6	6	4	12	-2	10	-7	2
CC(C)N=Cc1c(O)[nH]c2ccccc12	0	5	5	-1	1	4	-1	6	-5

# Reprinted at random: two records from the list.
Molecule	PAFAH2 inh	PREPL inh	pPAFAH FP inh	LYPLA1 counter	ZTA counter	PAFAH1B2 inh	PAFAH1B3 inh	EBNA-1 inh	LYPLA2 inh
CCc1ccc2c(c1)C(c1ccc(N3CCOCC3)cc1)=NNC(c1ccncc1)=N2	7	-2	4	0	12	8	7	9	4
O=C(N[C@H]1C/C=C\C[C@@H](CC(=O)N(CCO)Cc2ccccc2)C(=O)NC[C@H](c2ccccc2)OC1=O)OCC1c2ccccc2-c2ccccc21	-10	14	6	x	x	5	-16	x	x

# Additional compounds follow.
Molecule	PAFAH2 inh	PREPL inh	pPAFAH FP inh	LYPLA1 counter	ZTA counter	PAFAH1B2 inh	PAFAH1B3 inh	EBNA-1 inh	LYPLA2 inh
COc1ccccc1C(=O)NCCc1c(C)[nH]c2c(C)ccc(F)c12	5	-5	7	0	-1	4	5	9	1
O=C(Nc1ccc2oc(-c3ccncc3)nc2c1)c1ccccc1	-1	9	5	3	10	2	1	9	4
C/C(N)=C(/C#N)C(=O)COC(=O)c1cc(S(=O)(=O)N2CCCCC2)ccc1C	13	-8	9	0	5	0	7	-5	2
CCn1c(SCC(=O)N/N=C/c2cc(OC)c(O)c(OC)c2)nc2ccccc21	1	-4	7	-2	2	3	7	0	5
COc1ccc(CCNC(C(=O)Nc2cc(C)cc(C)c2)c2ccccc2)cc1 (stereo not given)	-7	4	1	-1	-4	7	-1	3	7
O=C(O)C(c1ccccc1)C(c1ccccc1)c1ccccc1 (stereo not given)	-7	-3	5	-1	9	13	3	2	1
Cc1nnc(NC(=O)c2ccc(S(=O)(=O)N(C)c3ccccc3)cc2)s1	-7	-2	3	-1	-4	2	10	x	0
Cc1cc(C)n2nc(C(=O)N3CCN(c4ccc([N+](=O)[O-])cc4)CC3)nc2n1	1	16	-2	1	5	-2	4	-11	2
O=C(CCc1ccc(S(=O)(=O)N2CCOCC2)cc1)N/N=C/c1ccc(F)cc1F	-11	10	5	0	-13	1	3	-5	4
CCOc1cc(/C=N\NC(=O)OC)ccc1OC(=O)c1ccco1	-5	14	1	-2	-11	4	2	-5	2
COc1ccc(NC(=O)c2cc(C)nc3ccccc23)cc1S(=O)(=O)N1CCOCC1	4	14	-2	x	x	0	-8	x	x
Cc1ccc(/C=C/C(=O)Oc2ccc(C#N)cc2)o1	x	7	6	2	6	x	x	2	1
Cc1ccc2nc(N3CCN(c4ccccc4F)CC3)c(C=O)c(=O)n2c1	7	7	4	-3	5	7	0	10	0
CC(C)CNS(=O)(=O)c1ccc(CCC(=O)N2CCCC2)cc1	0	0	9	-1	2	-1	2	5	2
O=C(NC1CCCCC1)N1CCN(c2ccccc2Cl)CC1	-1	6	5	1	12	1	-4	12	1
O=C(NNc1nc(-c2ccccc2)cs1)c1ccco1	2	-3	8	2	-18	-1	10	3	14
CCOC(=O)CCCCC(=O)c1[nH]c(=O)[nH]c1CSc1nnc2c3cc(Br)ccc3n(C)c2n1	x	11	7	3	16	x	x	7	2
C/C(CCc1ccc2c(c1)OCO2)=N\NC(=O)c1ccccc1Br	-5	-21	1	0	-6	4	-3	0	4
Cc1cccc(NC(=O)COc2ccccc2C)n1	5	11	4	-1	6	-3	2	-10	2
COC(=O)[C@H]1C[C@H]1[C@@H](NC(=O)c1ccc[nH]1)c1ccccc1	0	-10	-2	1	-8	-3	-1	11	4
CCc1ccc(Nc2ncc3c(n2)CC(c2ccco2)CC3=O)cc1 (stereo not given)	5	-5	-12	-1	-17	-1	1	-7	-2
Cc1ccc(NC(=S)N(CCN(C)C)Cc2cccs2)cc1	7	-7	2	0	3	1	1	9	-3
Cc1ccc(C(=O)OCC(=O)NCc2cc(C)c(O)c(C)c2)cc1S(=O)(=O)N1CCCCC1	-1	-2	5	-1	4	4	0	x	7
Cc1ccc(NC(=O)C2CC(=O)N(CCc3ccccc3)C2)c(C)c1 (stereo not given)	2	4	0	0	12	5	-1	0	17
O=[N+]([O-])c1ccc2[nH]c3c(c2c1)CCCC3	0	6	2	-1	-14	-4	7	-2	2
C=CCNc1nc(C2(C)CC3(CC(C)OC3=O)C(=O)O2)cs1 (stereo not given)	13	-4	3	0	10	5	7	1	-1
Cc1cccc(C)c1NC(=O)CN(C)C(=O)CCc1nc2sc3c(c2c(=O)[nH]1)CCCC3	5	25	18	-3	0	3	4	x	-2
Nc1ncnc2c1ncn2[C@@H]1O[C@H](COP(=O)(O)O)[C@@H](O)[C@H]1O	-6	-1	6	-4	-13	-1	20	-9	5
CCOC(=O)Cc1csc(NC(=O)CS(=O)(=O)Cc2ccccc2)n1	5	-8	2	1	-12	-2	4	-10	0
CCC(c1nnnn1Cc1ccccc1)N(Cc1ccco1)Cc1cc2cc(OC)ccc2[nH]c1=O (stereo not given)	-2	8	0	0	-15	-3	-4	-9	8
CN(CCOc1ccc(Cl)cc1)C(=O)CN1C(=O)NC2(CCCC2)C1=O	-2	4	-3	0	-6	2	-3	-2	3
COc1ccc(CN2[C@@H](CC(=O)O)c3ccccc3S2(=O)=O)cc1	5	7	-3	-1	-3	3	10	0	0
COc1ccccc1N1CCN(S(=O)(=O)c2cc(-c3cc(C)no3)ccc2C(C)C)CC1	12	-5	5	1	5	5	9	0	-2
Cn1cc(S(=O)(=O)N2CCCC(C(=O)O)C2)cn1 (stereo not given)	2	3	-4	-1	-24	5	6	-9	-2
COc1cc(C(=O)OCC(=O)NC(C)CCc2ccccc2)cc(OC)c1OC (stereo not given)	5	-15	3	-2	3	5	2	10	2
CCCCn1c(=O)c(CCC(=O)OC(C)C(=O)Nc2cccc(Cl)c2Cl)nc2ccccc21 (stereo not given)	-6	-1	3	1	8	0	1	4	-3
Cn1c(N)c(C(=O)COC(=O)CCCc2c[nH]c3ccccc23)c(=O)n(C)c1=O	1	27	7	-2	8	4	10	6	2
Cc1cc(O)c(C2(C(F)(F)F)NCCNC2=O)cc1C (stereo not given)	6	-3	-3	0	4	4	3	0	0
COc1ccc(OC)c(CCNC(=O)c2ccc(CS(=O)Cc3cccc(Cl)c3)o2)c1 (stereo not given)	4	13	5	4	-5	2	0	0	9
COc1ccc(-c2ccc(C#N)c(SCC(=O)NC3CC3)n2)cc1OC	2	-5	-2	-3	6	4	-1	32*	-5
